NCI-60 one-dose screen, 48 h, at 10 µM unless noted. Numbers give growth in % (100 = growth as untreated, 0 = no growth, -100 = all killed).
U251: U251 CNS tumor cells | actives 5.4% (n = 80,000) | AID 1794753
SF-295: SF-295 CNS cancer cells; actives 5.6% (n = 79,000)
SF-268: SF-268 CNS cancer cells; actives 3.1% (n = 82,000); AID 1794759
HCC-2998: HCC-2998 colon cancer; actives 4.7% (n = 79,000)
SNB-19: SNB-19 CNS cancer cells. actives 2.5% (n = 81,000). AID 1794751
PC-3: PC-3 prostate cancer cells | actives 3.9% (n = 80,000) | AID 1794754
SF-539: SF-539 CNS cancer | actives 6.8% (n = 81,000) | AID 1794752
DU-145: DU-145 prostate cancer; actives 4.2% (n = 81,000)
SNB-75: SNB-75 CNS cancer | actives 5% (n = 79,000) | AID 1794750
The depositor's hits bear a star; . = no result given; & = joins results of further samples. The calls were made as follows: active = growth percent below 10; inactive = the rest.

SMILES	U251	SF-295	SF-268	HCC-2998	SNB-19	PC-3	SF-539	DU-145	SNB-75
O=C(O)C(CBr)c1ccccc1 (configuration not stated)	103	126	109	106	104	97	96	115	107
O=C1CCC23C=CC(O2)C2(Nc4ccccc4NC2=O)c2c(Cl)cccc2N13 (configuration not stated)	108	105	98	110	107	92	103	107	97
Cc1cc(=O)n2c(-c3ccccn3)nc3c4ccccc4ccc3n12	93	93	.	109	92	94	81	.	81
FC(F)(F)c1ccc(-c2ccc3c(c2)C2CC3CCN2Cc2ccccc2)cc1 (configuration not stated)	86	108	91	92	107	79	107	103	92
COc1ccc(/C=C2\CCCC3=C2N=C2SC(C)=NN2C3c2ccc(OC)cc2)cc1 (configuration not stated)	98	101	102	108	96	94	96	106	91
Cc1cc(N2CCN(CC(=O)Nc3ccc4c(ccn4Cc4ccccc4)c3)CC2)nc(N2CCCCC2)n1	65	80	81	123	80	46	87	90	96
COC(=O)c1ccc(N)c2c(N)ccc(C(=O)OC)c12	110	100&70	106&105	111&101	111	99&91	99&94	115&114	109&90
CN(Cc1ccccc1)c1nc(Cl)c(C2CC(c3ccc(Br)cc3)=NN2c2ccccc2)s1 (configuration not stated)	100	97	90	90	107	90	111	109	91
O=C(Nc1nonc1-c1ccccc1)c1ccc([N+](=O)[O-])cc1	73	70	80	99	72	75	105	91	111
O=C(Nc1cccc(C2=NCCN2)c1)c1ccc(C(=O)Nc2cccc(C3=NCCN3)c2)c([N+](=O)[O-])c1	92	93	103	102	105	99	105	113	103
O=C(CN1CCN(c2cccc(Cl)c2)CC1)N1CCN(c2nnc(-c3ccc(Cl)cc3)c(-c3ccc(Cl)cc3)n2)CC1	72	84	90	84	78	25	74	95	98
CCCCCCC1N=C(N)N=C(N)N1c1cccc(Cl)c1 (configuration not stated)	34	14	20	10	27	29	5.7*	34	-0.8*
c1ccc2c(c1)Sc1ccccc1C2NCN1CCOCC1	89	87	101	99	99	74	95	113	88
CCN(CC)CCNC1CC(C)CC(C)(C)C1 (configuration not stated)	89	96	106	108	98	94	96	108	93
COc1ccc2nc(Cl)c(-c3nc4ccccc4s3)cc2c1	103	96	104	101	99	76	103	115	82
CC(C)CC(N)c1nnc(CCC(=O)c2nc3ncccc3[nH]2)o1 (configuration not stated)	99	102	102	109	99	103	103	113	91
O=C(Cn1cc(COn2nnc3ccccc32)nn1)Nc1ccc(Cl)cc1	97	108	90	108	100	98	97	117	94
O=C1NC(=O)C(Cc2ccc(OCc3ccc(-c4cc(F)c(F)c(F)c4)cc3)cc2)S1 (configuration not stated)	86	86	78	97	93	71	85	95	83
COc1cc(CNC(=O)/C=C/C=C/c2ccc3c(c2)OCO3)ccc1OCc1cn(-c2ccc([N+](=O)[O-])cc2)nn1	98	97	94	108	92	86	95	102	97
N#Cc1c(-c2cccs2)cc(-c2cnccn2)nc1SCC(=O)Nc1ccc(Cl)cc1	105	100	92	121	106	96	97	96	64
Cc1cc(N2CCN(CC(=O)Nc3ccc4c(ccn4C)c3)CC2)nc(N2CCOCC2)n1	96	99	101	107	94	93	105	113	92
CCOC(=O)N1C2CCC(C2)N1C(=O)OCC	99	106	97	104	100	105	132	104	72
CSc1ccc(CNc2ccc(N3CCOCC3)c(C(=O)O)c2)cc1	104	101	99	99	109	103	100	109	102
CC(=O)Nc1cccc(Cl)c1C	89	105	92	107	107	.	107	106	87
O=C(CCn1cc[n+](CC(=O)c2ccc(F)cc2F)c1)Nc1cccc2cccnc12	100	97	94	103	96	95	102	102	87

(next part)
SMILES	U251	SF-295	SF-268	HCC-2998	SNB-19	PC-3	SF-539	DU-145	SNB-75
CCN1C(=O)N(CC)C2Nn3c(s/c(=C\c4ccc([N+](=O)[O-])cc4)c3=O)=NC21 (configuration not stated)	80	94	90	101	89	16	94	92	82
COc1ccc(OC)c(-c2cc(-c3c[nH]c4ccccc34)nc(N)c2C#N)c1	-1.3*	-69*	9.8*	-37*	12	13	-60*	13	-8.8*
CC(C)=CCC[C@](C)(O)[C@H]1CC[C@]2(C)[C@@H]1CC[C@@H]1[C@@]3(C)CC(Cc4ccncc4)C(=O)C(C)(C)[C@@H]3CC[C@]12C (some centres not stated)	99	100	101	107	99	82	96	108	91
CCCCCCCCCCCCCCCC[N+](C)(C)CCCNS(=O)(=O)c1ccccc1[N+](=O)[O-]	103	108	103	110	106	103	100	112	100
O=CN1N=C(c2ccc(Cl)cc2)CC1c1sc(N2CCOCC2)nc1Cl (configuration not stated)	95	91	103	96	93	76	103	96	82
O=C(O)C1CC2C3CC(C(=O)O)C(C3)C2C1 (configuration not stated)	106	97	111	102	109	100	99	113	97
Cc1c(C)c2c(c(C)c1OC(=O)CCC(=O)[O-])CCC(C)(CCCCCCCCCCC[P+](c1ccccc1)(c1ccccc1)c1ccccc1)O2 (configuration not stated)	-70*	-87*	-61*	-70*	-42*	-32*	-69*	-54*	-32*
Cc1nn(-c2ccccc2)c2ncnc(N/N=C/c3ccccc3)c12	85	108	92	115	84	85	103	91	83
Cc1ccc(S(=O)(=O)N2CC=C(N)N2)cc1	103&105	102&103	99&99	95	98&103	94&98	105&97	113&113	83&99
COc1cc(-c2[o+]c3cc(O)cc(OC4OC(CO)C(O)C(O)C4O)c3cc2OC2OC(CO)C(O)C(O)C2O)cc(OC)c1O (configuration not stated)	85	103	99	89	101	88	.	110	104
C[C@H](O)[C@@H](C)O	106	.	107	100	118	104	105	110	96
COc1ccc(/C=C/c2nc(N3CCOCC3)c3nc(Cl)c(Cl)cc3n2)cc1OC	103	88	105	103	102	102	99	101	88
COc1cccc(-c2nn(-c3ccccc3)cc2-c2ccnc(NCCCNS(=O)(=O)c3ccc(Cl)cc3)c2)c1	35	24	56	33	52	25	62	67	71
Cc1ccc2c(OCC(=O)N/N=C/c3ccccc3)cc(=O)[nH]c2c1	104	102	107	113	97	102	106	105	76

Grouped by structure, the compounds so far with a carbonyl joined to an NH by a bond outside any ring (ten)
SMILES	U251	SF-295	SF-268	HCC-2998	SNB-19	PC-3	SF-539	DU-145	SNB-75
Cc1cc(N2CCN(CC(=O)Nc3ccc4c(ccn4Cc4ccccc4)c3)CC2)nc(N2CCCCC2)n1	65	80	81	123	80	46	87	90	96
O=C(Nc1nonc1-c1ccccc1)c1ccc([N+](=O)[O-])cc1	73	70	80	99	72	75	105	91	111
O=C(Nc1cccc(C2=NCCN2)c1)c1ccc(C(=O)Nc2cccc(C3=NCCN3)c2)c([N+](=O)[O-])c1	92	93	103	102	105	99	105	113	103
O=C(Cn1cc(COn2nnc3ccccc32)nn1)Nc1ccc(Cl)cc1	97	108	90	108	100	98	97	117	94
COc1cc(CNC(=O)/C=C/C=C/c2ccc3c(c2)OCO3)ccc1OCc1cn(-c2ccc([N+](=O)[O-])cc2)nn1	98	97	94	108	92	86	95	102	97
N#Cc1c(-c2cccs2)cc(-c2cnccn2)nc1SCC(=O)Nc1ccc(Cl)cc1	105	100	92	121	106	96	97	96	64
Cc1cc(N2CCN(CC(=O)Nc3ccc4c(ccn4C)c3)CC2)nc(N2CCOCC2)n1	96	99	101	107	94	93	105	113	92
CC(=O)Nc1cccc(Cl)c1C	89	105	92	107	107	.	107	106	87
O=C(CCn1cc[n+](CC(=O)c2ccc(F)cc2F)c1)Nc1cccc2cccnc12	100	97	94	103	96	95	102	102	87
Cc1ccc2c(OCC(=O)N/N=C/c3ccccc3)cc(=O)[nH]c2c1	104	102	107	113	97	102	106	105	76
